Source: PubChem (several laboratories)
TRPC6 activator – activates the mouse TRPC6 cation channel; B-score at 10 µM; Q61143; 310,000 compounds, 0.13% hits; HEK293-TRPC6 membrane potential dye fluorescence; active compounds read high;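 active means B-score of the integrated fluorescence ratio above library mean plus 3 SD, and starting fluorescence ratio within library mean plus 5 SD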;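 further: higher score means more depolarization so channel activation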
Target sequence (Q61143 whole entry, looked up): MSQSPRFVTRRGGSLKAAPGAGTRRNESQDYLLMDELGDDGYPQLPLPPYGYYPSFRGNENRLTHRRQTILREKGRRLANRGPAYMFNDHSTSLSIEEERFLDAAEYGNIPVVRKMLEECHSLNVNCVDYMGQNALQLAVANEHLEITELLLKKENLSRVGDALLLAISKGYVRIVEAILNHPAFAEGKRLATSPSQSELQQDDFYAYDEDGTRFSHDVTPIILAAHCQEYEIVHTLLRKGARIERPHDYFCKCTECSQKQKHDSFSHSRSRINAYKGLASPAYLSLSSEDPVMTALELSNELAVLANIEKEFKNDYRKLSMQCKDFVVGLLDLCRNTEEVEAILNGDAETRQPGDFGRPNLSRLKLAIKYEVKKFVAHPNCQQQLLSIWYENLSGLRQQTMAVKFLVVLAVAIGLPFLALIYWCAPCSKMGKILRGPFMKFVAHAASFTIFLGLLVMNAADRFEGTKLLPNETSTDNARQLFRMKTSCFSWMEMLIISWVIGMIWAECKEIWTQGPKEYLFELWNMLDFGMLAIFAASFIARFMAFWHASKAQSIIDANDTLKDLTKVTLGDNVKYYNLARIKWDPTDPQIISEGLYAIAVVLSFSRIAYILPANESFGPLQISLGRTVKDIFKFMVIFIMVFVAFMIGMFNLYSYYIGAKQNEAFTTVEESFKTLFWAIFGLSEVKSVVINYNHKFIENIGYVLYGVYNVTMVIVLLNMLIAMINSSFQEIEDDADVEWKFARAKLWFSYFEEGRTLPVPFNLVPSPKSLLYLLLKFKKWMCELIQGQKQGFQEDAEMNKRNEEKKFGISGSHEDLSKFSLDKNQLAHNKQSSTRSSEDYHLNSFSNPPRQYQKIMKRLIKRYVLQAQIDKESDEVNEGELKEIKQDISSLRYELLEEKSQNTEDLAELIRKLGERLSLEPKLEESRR
aSyn UTR inh – 5' untranslated region of α-synuclein, MLPCN primary screen | 300,000 compounds, 0.82% hits | inhibition, % (tested at 7.5 µM) | alpha-synuclein 5'UTR reporter, inhibitor activity; in the data active means inhibition above about 60%;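 further: H4 neuroglioblastoma cells stably carrying SNCA 5'UTR luciferase fusion; 0% = DMSO wells and 100% = positive control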
HIF act – HIF pathway transcriptional activation | AID 1910 | activation, % at 7.5 µM (by protocol) | 300,000 compounds, 0.32% hits | U2OS HRE-luciferase reporter, luminescence; normalized: DMSO 0%, desferrioxamine 100%;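 active means mean activation of at least 10% of the iron chelator positive control signal, with at least half of replicates also reaching 10%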
KLF5 inh – kruppel-like factor 5 inhibition | 290,000 compounds, 0.23% hits | DLD-1 KLF5 promoter-luciferase reporter, luminescence | inhibition, % at 5 µM | AID 1700;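 active means inhibition above a per-plate limit of that plate's mean compound inhibition plus 3 SD, cut at about 60% in these data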;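 further: 0% = DMSO wells and 100% = LY294002 at 200 µM; higher means less KLF5 promoter-driven luciferase light; inactives centre near -14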
IEC-6 cytotox – kills IEC-6 intestinal cells in KLF5 counter-screen; IEC-6 cytotoxicity, luminescence viability; inhibition, % at 5 µM; AID 1825; 290,000 compounds, 0.78% hits; in the data active means inhibition above about 22%;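 further: 0% = plate median of test compound wells and 100% = cytotoxic reference compound wells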
MrgX1 antag – human MrgX1 receptor antagonism, primary screen; MRGX1-HEK293 calcium flux, Fluo-4, BAM8-22 antagonism; active compounds read low; B-score at 10 µM; 310,000 compounds, 1.3% hits;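 active means calcium-response B-score plate-corrected more than 3 library SD below zero, starting fluorescence within 5 deviations, no agonist response on first addition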;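 further: peak minus trough fluorescence over baseline after final BAM8-22 challenge near maximal dose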
TRPC4 act – activators of mouse TRPC4 channel; Q9QUQ5; HEK293 TRPC4beta/mu-opioid, Fluo4 calcium fluorescence; active compounds read high; B-score at 10 µM; 310,000 compounds, 0.49% hits; AID 2237;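 active means B-score above 5 SD of library B-scores, and initial fluorescence ratio not above library mean plus 5 SD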;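 further: positive B-score marks a calcium rise read as TRPC4 activation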
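Assay system: HEK293 stable line with TRPC4beta plus mu-opioid receptor; schedule: 45 min room-temperature Fluo4 loading, 110 s read; technique: kinetic Fluo4 calcium fluorescence; evaluation: integrated baseline-normalised fluorescence ratio, converted to per-well B score; controls: buffer (low) and maximal DAMGO (high)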
TRPC6 inhibitor – mouse TRPC6 channel inhibition | Q61143 | HEK293-TRPC6, membrane potential dye, ACh-evoked depolarization; active compounds read low | B-score at 10 µM | 310,000 compounds, 1.1% hits;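 active means B-score under library mean minus 3 SD, initial fluorescence not abnormally high, positive integrated signal ratio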;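 further: B-score derived from integrated fluorescence ratio over the kinetic read; more negative B-score means stronger inhibition of depolarization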
SKKanGAS inh – inhibitors of SKKanGAS S. pyogenes growth in kanamycin (SK-promoter or general growth effect) | BacTiter-Glo, 6 h | inhibition, % at 7.5 µM | 300,000 compounds, 1.3% hits | AID 1662;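 active means mean replicate score, as percent of positive control median, at least 50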;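 further: strain carries kanamycin resistance gene driven by streptokinase promoter and grows in 40 µg/ml kanamycin; loss of luminescence reflects streptokinase promoter inhibition or plain growth inhibition; 0% = median of DMSO wells and 100% = positive control at its reference dose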
TRPC4 inh – inhibitors of mouse TRPC4 channel | Q9QUQ5 | 300,000 compounds, 0.39% hits | HEK293 TRPC4beta/mu-opioid, DAMGO-evoked Fluo4 calcium flux; active compounds read low | B-score at 10 µM;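 active means B-score over 3 SD under the library average, no early fluorescence shift, positive overall ratio signal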
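Assay system: HEK293 cells with stable TRPC4beta plus mu-opioid receptor expression. Dosing: single dose. Measured by: Fluo4 Ca2+ flux fluorescence. Also added: DAMGO in two steps, submaximal then maximal. Read-out: B score from integrated Fluo4 fluorescence ratio.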
TRPC4 PAM – allosterically enhances the mouse TRPC4 cation channel; AID 2227; HEK293 TRPC4beta/mu-opioid, DAMGO EC20, Fluo-4 Ca2+ flux; active compounds read high; B-score at 10 µM; Q9QUQ5; 310,000 compounds, 0.42% hits;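 active means B-score of calcium response area above 5 SD of library B-scores, with initial fluorescence ratio within 5 SD of library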;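 further: B-score of integrated fluorescence ratio over time as area under calcium response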
Starred values were filed as active, the others as inactive; i = inactive; / = not tested or not shown.

Every second line gives: TRPC4 act	SKKanGAS inh	TRPC4 PAM	HIF act	TRPC4 inh	MrgX1 antag	aSyn UTR inh	KLF5 inh	TRPC6 activator	TRPC6 inhibitor	IEC-6 cytotox
1: O=C(NCc1cccnc1)C1CC(=O)N(c2ccc(Cl)cc2)C1 (stereo unspecified)
  i	0	i	-0.1	i	i	11	-21	i	i	-3
2: O=C(CSc1ncnc2c1cnn2-c1ccccc1)NCC1CCCO1 (stereo unspecified)
  i	-3	i	-0.8	i	i	24	/	i	i	/
3: C/C(=N\NC(=O)Cc1ccc(Cl)cc1)c1ccccc1O
  i	34	i	0.1	i	i	15	-7	i	i	28*
4: Cc1oc2c(C)c(O)ccc2c(=O)c1-c1cnn(-c2ccccc2)c1
  i	-7	i	0.7	i	i	-37	-29	i	i	6
5: CCCc1cc(=O)n2[nH]c(C(F)(F)F)nc2n1
  i	1	i	-0.2	i	i	5	-11	i	i	-2
6: Cc1ccc2oc(=O)c3cnn(CC(=O)Nc4cc(-c5cccc(F)c5)no4)c3c2c1
  i	0	i	-0.2	i	i	1	-2	i	i	-8
7: CC1(c2ccc(OC(F)F)cc2)NC(=O)N(CC(=O)Nc2ccc(OC(F)F)cc2)C1=O (stereo unspecified)
  54*	-2	i	0.0	i	-12*	6	8	i	i	0
8: COc1cc(O)c(C(CC(=O)N2CCCC(C)C2)c2ccc(N(C)C)cc2)c(OC)c1 (stereo unspecified)
  i	-4	i	-0.1	i	i	21	/	i	i	/
9: O=c1cc(-c2ccco2)oc2c1ccc1ccccc12
  i	-8	i	0.4	i	i	-31	-11	i	i	9
10: Cc1cccc(N(C(=O)Cn2nnc3ccccc32)C(C(=O)NC(C)(C)C)c2ccsc2)c1C (stereo unspecified)
  i	15	i	0.2	i	i	16	19	i	i	-3
11: CC(O)CNc1nc2ccccc2n1CC(=O)N1CCN(Cc2ccccc2)CC1 (stereo unspecified)
  i	6	i	0.0	i	i	21	1	i	i	3
12: Nc1ncnc(NCc2ccccc2)c1[N+](=O)[O-]
  i	-2	i	0.2	i	i	-51	-2	i	i	-1
13: Cc1nnc(SCc2ccc(Cl)cc2)nc1/C=C/N(C)C
  i	10	i	0.1	i	i	-13	9	i	i	-7
14: COc1ccc(NC(=O)CN2CCN(CC(=O)Nc3ccc(F)cc3)CC2)c(OC)c1
  i	-3	i	0.4	i	i	13	-11	i	i	-5
15: CCCc1c(C(=O)NNc2cccc(Cl)c2)cnn1-c1ccccc1
  i	1	i	-0.4	i	i	-2	-11	i	i	0
16: O=C(NCCCc1ccccc1)C1CCC(=O)N(Cc2ccc(Cl)cc2)C1 (stereo unspecified)
  i	-3	i	1.9	i	i	-39	-33	i	i	1
17: O=C(NC1CCCCC1)c1ccc(Br)o1
  i	1	i	-0.1	i	i	3	-15	i	i	-4
18: O=c1c2[nH]c3ccc(F)cc3c2ncn1Cc1ccncc1
  i	-1	i	0.2	i	i	0	-24	i	i	4
19: Cc1cccc(C)c1NC(=O)C1(N(Cc2ccco2)C(=O)c2ccccn2)CCCC1
  i	-3	i	-0.3	i	i	-20	-43	i	i	-1
20: O=c1nc(N2CCOCC2)ccn1-c1nc(-c2ccccc2)sc1-c1ccccc1
  i	-1	i	1.1	i	i	12	-13	i	i	-1
21: COc1ccccc1CNC(=O)C/C(C)=N/NC(=O)Cc1ccc(Cl)cc1
  i	1	i	-0.1	i	i	-6	1	i	i	-4
22: CC(=O)N1CCN2C(=O)C1CCCC(=O)c1cc(C(C)C)ccc12 (stereo unspecified)
  i	7	i	0.2	i	i	-8	-42	i	i	-4
23: Cc1nnc(SCC(=O)Nc2ccc([N+](=O)[O-])cc2)n1C
  i	-2	i	-42	i	i	-12	-15	i	i	-5
24: CCC(C)(C)NC(=O)C(c1ccc(C)cc1)N(Cc1cccnc1)C(=O)c1csnn1 (stereo unspecified)
  i	-2	i	-0.1	i	i	-21	-35	i	i	1
25: CCOC(=O)c1c(-c2ccc(F)cc2)csc1NC(=O)CCN1C(=O)c2ccccc2C1=O
  i	4	i	-0.1	i	i	-3	2	i	i	0
26: CCNC(=S)N(Cc1cc2c(C)ccc(C)c2[nH]c1=O)C1CCCC1
  i	-12	i	0.7	i	i	9	14	i	i	-4
27: Cc1cc(Cl)c2oc(C(=O)N(C)Cc3cc(C)[nH]n3)c(C)c2c1
  i	25	i	1.2	i	i	15	1	i	i	0
28: CC(C)CCOc1cccc(OCC(=O)O)c1
  i	-4	i	0.2	i	/	2	-8	i	i	2
29: CCC(CC)NC(=O)c1ccc(Cl)cc1
  i	6	i	-0.5	i	i	27	-9	i	i	1
30: CCCCc1sc(-c2c(C#N)c(N)nc3c2CCCCC3)cc1[N+](=O)[O-]
  i	20	i	-0.1	i	i	42	2	i	i	2
31: Cc1nnc(SCC(=O)N(Cc2ccccc2)C(C)(C)C)[nH]c1=O
  i	7	i	0.0	i	-4.6*	2	-16	i	i	-1
32: O=C1Cc2ccccc2N1c1ccccc1
  i	3	i	-0.2	i	i	30	-14	i	i	-4
33: COC(=O)N/N=C/c1ccc(-c2ccc(Cl)c(Cl)c2)o1
  i	-12	i	0.7	i	i	10	-42	i	i	-1
34: O=C(c1ccco1)N1N=C(c2ccccc2)CC1c1ccc2nccnc2c1 (stereo unspecified)
  i	32	i	0.7	i	i	-32	2	i	i	1
35: Cc1cccc(C)c1NC(=S)N1CC(C)OC(C)C1 (stereo unspecified)
  i	9	i	-0.7	i	i	4	8	i	i	-2
36: COc1ccc(C[C@@H]2CN3C(=NC[C@@H]3C)N2C[C@H](C)NC(=O)CCC2CCCCC2)cc1
  i	-5	i	-0.3	i	i	13	2	i	i	2
37: COCCOc1ccc(C(F)(F)F)cc1NC(=O)COC(=O)c1cc[n+]([O-])cc1
  i	-5	i	-0.3	i	i	-4	/	i	i	/
38: CCOC(=O)c1[nH]c(C)c(C(=O)OCC(=O)N(CC)C2CCS(=O)(=O)C2)c1C (stereo unspecified)
  i	-2	i	-0.1	i	i	-5	6	i	i	-1
39: Cc1cc2cc(C#N)c(SCC(=O)Nc3nonc3C)nc2cc1C
  i	-5	i	1.4	i	i	-92	-61	i	i	7
40: O=C(Nc1ccc(F)cc1)C1CCC(N2C(=O)c3ccccc3C2=O)CC1 (stereo unspecified)
  i	0	i	-0.6	i	i	18	-20	i	i	-1
41: CCS(=O)(=O)N1Cc2ccccc2CC1C(=O)Nc1cccc(OC)c1 (stereo unspecified)
  i	-2	i	-23	i	i	-87	-5	i	i	-8
42: O=[N+]([O-])c1cccc(S(=O)(=O)NC2CC3CCC2C3)c1 (stereo unspecified)
  i	0	i	-0.7	i	i	4	-11	i	i	6
43: COC1=C/C(=C/c2c(O)c(C#N)c3ccccn23)C=CC1=O
  i	3	i	1.3	i	i	-12	-5	i	i	0
44: Cc1nc(-c2cccnc2)sc1C(=O)Nc1cccc(C(F)(F)F)c1
  i	-2	i	0.8	i	i	-20	16	i	i	13
45: Cc1cccc(C(=O)OCC(=O)NC(=O)Cc2ccccc2)c1O
  i	1	i	-0.4	i	i	5	-6	i	i	5
46: Cc1ccc(NC(=O)CCNC(=O)c2ccco2)cc1Cl
  i	-2	i	-2.2	i	i	10	-10	i	i	1
47: O=C(Nc1cccc(Cl)c1)c1ccncc1
  i	-8	i	0.6	i	i	-10	-30	i	i	2
48: CCc1ccc(NC(=O)NCCCN2CCCC2=O)cc1
  i	35	i	1.3	i	i	-65	-78	i	i	3
49: O=C(c1cc(=O)c2ccccc2o1)N1CCN(c2ccccc2F)CC1
  i	3	i	-0.1	i	i	-19	-12	i	i	-4
50: O=S(=O)(c1ccc(Oc2ccc(Br)cc2)cc1)N1CCOCC1
  i	4	17*	0.3	i	i	3	-11	i	i	-1
51: O=S(=O)(c1ccc2ccccc2c1)N1CCNCC1
  i	-5	i	-0.6	i	i	7	-31	i	i	-7
52: CCOC(=O)C1=C(C)NC2=C(C(=O)CCC2)C1c1coc2ccccc2c1=O (stereo unspecified)
  i	0	i	-0.2	i	i	-15	-6	i	i	1
53: Cc1cc(N2CCN(C(=O)c3ccco3)CC2)c2ccccc2n1
  i	-2	i	-0.5	i	i	6	-4	i	-6.4*	5
54: COc1ccc(/C=C/C(=O)NC(=S)NNC(=O)c2c(-c3ccccc3)noc2C)cc1
  i	89*	i	0.7	i	i	5	-16	i	i	0
55: CN(C)S(=O)(=O)c1ccc(C(=O)NCc2nnc(SCC(=O)NCc3ccco3)o2)cc1
  i	6	i	-0.3	i	i	-7	-17	i	i	7
56: Cc1ccc(C)c(NC(=O)c2ccc(OC(=O)c3ccco3)cc2)c1
  i	1	i	0.0	i	i	-9	-52	i	i	-2
57: O=C(C1CC(=O)N(c2ccc(Cl)cc2)C1)N1CCOCC1 (stereo unspecified)
  i	1	i	-0.7	i	i	14	-41	i	i	2
58: Cc1nonc1OCCN1CCN(c2ccc([N+](=O)[O-])cc2)CC1
  i	-1	i	-0.4	i	i	-12	19	i	i	4
59: CC(C)(C)c1ccc(C(=O)NCCOc2ccccc2F)cc1
  i	8	i	-2.6	i	i	77*	65*	i	i	-7
60: O=C1NC(c2cc3c(cc2Cl)OCO3)Oc2ccccc21 (stereo unspecified)
  i	2	i	0.1	i	i	-35	-22	i	i	-4
61: O=C(COC(=O)c1nc(Cl)ccc1Cl)NNC(=O)c1cccs1
  i	40	i	-0.2	i	i	10	/	i	i	/
62: O=C1C(Oc2ccccc2)C(c2cccs2)N1Cc1ccc2c(c1)OCO2 (stereo unspecified)
  i	10	i	-0.6	i	i	40	-3	i	i	0
